PGC1a acetyl inh – modulators of PGC1a acetylation | U2OS PGC1a acetylation, AlphaScreen anti-acetyl-lysine; with virally co-expressed GCN5 acetyltransferase | inhibition, % at 15.6 µM | 0.17% of 350,000 active | AID 651687;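 active = every replicate shows inhibition of at least 40%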;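 also: 0% = neutral control wells and 100% = positive control wells; some results beyond the cut were filed as inactive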
EWS-Fli inh – inhibitors of EWS/Fli oncoprotein transcriptional activity; A673 NR0B1-luciferase reporter, viability-normalised; inhibition, % at 12.6 µM; 0.67% of 350,000 active;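 active = mean inhibition of at least 50% after viability correction, with every replicate also passing that limit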;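 also: firefly luciferase signal divided by Alamar Blue viability fluorescence both relative to DMSO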
Cneo AK release – Cryptococcus neoformans lysis via adenylate kinase release. C. neoformans lysis, adenylate kinase release luminescence, 4 h; normalised: neutral wells 0, clomiphene wells 100. lysis activity, % at 15 µM. 0.2% of 360,000 active. AID 651654;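 active = mean lysis activity across replicates of at least 80%, whatever share of replicates individually reach that level; inactive = mean lysis activity below 80%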
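Schedule: static 4 h at 37 °C with compound, 1 h detection; system: C. neoformans cells; benchmarks: Clomiphene as positive control; buffer or medium: fresh YPD medium; measure: luminescence rise reflecting yeast cell lysis; measured by: luminescent adenylate kinase detection reagent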
LGR2 inh – Drosophila LGR2 receptor signaling inhibition; 0.35% of 380,000 active; HEK293 LGR2, CRE-luciferase, bursicon-stimulated, 4 h; inhibition, % at 9.99 µM; AID 720647;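 active = drop in luminescence signal, shown as inhibition above about 50% in the replicate tests, limit read from the data, passing the limit was not always enough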;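 also: agonist challenge used bursicon conditioned medium at about half maximal strength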
Casp6 inh – blocks human caspase-6 cleavage activity | P55212 | purified caspase-6, Z-VEID-R110 cleavage fluorescence | inhibition, % at 12.5 µM | 0.53% of 350,000 active | AID 686996;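 active = mean inhibition across replicates at least about 35%, with every replicate also reaching that limit, limit read from the data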;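 also: 0% = median of neutral control wells and 100% = no fluorescence left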
Target sequence (P55212 24-179 limits assumed): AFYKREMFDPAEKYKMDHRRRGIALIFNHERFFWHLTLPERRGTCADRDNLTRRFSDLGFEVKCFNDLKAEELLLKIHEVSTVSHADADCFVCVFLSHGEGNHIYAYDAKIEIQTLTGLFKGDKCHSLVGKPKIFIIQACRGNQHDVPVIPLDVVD
Target sequence (P55212 194-293 limits assumed): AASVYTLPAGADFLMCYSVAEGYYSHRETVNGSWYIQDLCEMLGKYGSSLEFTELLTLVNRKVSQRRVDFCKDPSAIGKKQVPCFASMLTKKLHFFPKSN
FN deposition inh – fibronectin deposition inhibition. AH1F fibroblasts, Alexa488-fibronectin deposition fluorescence, overnight. inhibition, % at 12.6 µM. 0.086% of 350,000 active;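 active = mean inhibition across replicates of 30% or more, regardless of how many single replicates reach that level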;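 also: positive control wells lacked labelled fibronectin entirely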
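Material – AH1F fibroblast monolayer, labelled fibronectin deposition · Reagent – labelled fibronectin 24 nM · Timing – 1 h adhesion, overnight exposure · Measured by – fluorescence at 485 nm excitation, 525 nm emission · Read-out – inhibition of fibronectin deposition signal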
PAX8 reporter – lowers PAX8-driven luciferase in RMG-I cells. inhibition, % at 12.6 µM. AID 652154. 1.2% of 360,000 active. RMG-I TPO-luciferase reporter, SteadyGlo, 24 h;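 active = mean replicate inhibition at least 60% with every replicate also reaching 60%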;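 also: luciferase light reporting Pax8 driven TPO promoter activity; plate controls were median of neutral control wells for no effect and mitoxantrone controls for full effect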
miR-122 sensor – blocks miR-122 activity in Huh7 sensor cells; Huh7 miR-122 Renilla luciferase sensor, 48 h; neutral wells = 0, positive control = 100; activation (reporter increase), % at 12.5 µM; 0.3% of 340,000 active; AID 602342;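 active = mean replicate activation score at least 90 and every replicate individually at or above 90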;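 also: higher luciferase means less miR-122 activity so hits act as miR-122 inhibitors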
Numbers without * were called inactive; · = not tested or not shown; [ ] = remark or other dose.

SMILES | PGC1a acetyl inh | EWS-Fli inh | Cneo AK release | LGR2 inh | Casp6 inh | FN deposition inh | PAX8 reporter | miR-122 sensor
C[C@@H]1CCCCO[C@H](CN(C)Cc2ccc3c(c2)OCO3)[C@H](C)CN([C@@H](C)CO)C(=O)c2cc(NC(=O)CCC(F)(F)F)ccc2O1 | -10 | 6 | -1 | 4 | -2 | · | -9 | 2[16.7 µM]
COc1ccc(-c2ccccc2[C@H]2[C@@H](C#N)N(C(=O)C3CCCC3)[C@@H]2CO)cc1 | 0 | 3 | · | -8 | 0 | 0 | -3 | ·
Cc1cc(C)c2nc(N(CCCN(C)C)C(=O)c3ccc(S(=O)(=O)N4CCCCCC4)cc3)sc2c1 | -64 | 21 | 5 | 0 | -32 | 3 | 6 | 3
COc1ccc(S(=O)(=O)NC(=O)C2(C)CCN2C(=O)Cc2cc(C)cc(C)c2)cc1OC (configuration not stated) | 5 | -4 | 0 | -2 | -5 | 2 | -9 | -6
COc1ccc(N(C(=O)c2snc(C(N)=O)c2N)C(C(=O)NC2CCCCC2)c2ccc(C)o2)cc1 (configuration not stated) | -62 | 7 | 1 | 9 | -1 | 5 | 5 | -8
Cc1cnc(C(=O)N2CCCC(C(=O)c3cccc(OC(C)C)c3)C2)cn1 (configuration not stated) | -10 | -2 | · | 5 | 1 | 1 | 8 | ·
C[C@@H]1CN([C@H](C)CO)C(=O)c2cc(C#Cc3ccccn3)cnc2O[C@H]1CN(C)C(=O)c1cnccn1 | 2 | -6 | 2 | 0 | -1 | · | 11 | 4[16.7 µM]
C[C@@H]1CN([C@@H](C)CO)C(=O)c2cccc(NC(=O)C3CCOCC3)c2O[C@H]1CN(C)CC1CC1 | · | -1 | -57 | -9 | -2 | · | -6 | 9[16.7 µM]
CC(C)CNC(=O)c1cccc(NC(=O)C(C)Oc2ccccc2)c1 (configuration not stated) | 5 | -1 | · | -11 | 1 | -6 | -3 | 3
S=c1[nH]nc(-c2n[nH]c3c2CCC3)n1/N=C/C=C/c1ccccc1 | 1 | 12 | 0 | -2 | 2 | -2 | 6 | 7
COc1cc(NC(=O)COc2cc(O)c3c(c2)OC(C)(C)CC3=O)cc(OC)c1OC | 16 | 32 | 0 | 38 | -2 | · | · | -3
Cc1noc(C)c1NC(=O)N[C@H]1C=C[C@H](CC(=O)Nc2ccccc2)O[C@@H]1CO | -7 | 1 | 1 | -1 | 0 | · | · | ·
COc1ccc(OCCCC(=O)OCC(=O)Nc2c(C)nn(-c3ccccc3)c2C)cc1 | 85* | -4 | -3 | 21 | 10 | 1 | -12 | -3
O=C(C[C@H]1CC[C@H](NC(=O)c2ccccn2)[C@@H](CO)O1)NCc1cccc(F)c1 | -1 | 5 | -7 | -4 | -1 | · | 1 | ·
CC(CN1CCN(C/C=C/c2ccccc2)CC1)c1ccccc1 (configuration not stated) | 2 | 12 | 7 | -12 | -6 | -1 | -6 | -5
CN(c1ccc(O)cc1)S(=O)(=O)c1ccc2ccccc2c1 | · | 18 | -4 | -7 | 5 | -11 | 5 | 4
O=C(C[C@@H]1CC[C@@H]2[C@H](COC[C@H](O)CN2C(=O)c2ccc3c(c2)OCO3)O1)NC1Cc2ccccc2C1 | 4 | 5 | -4 | 7 | 0 | -1 | -7 | -2[16.7 µM]
CC(C)c1ccc(Nc2n[nH]c(=S)s2)cc1 | · | -100 | · | -63 | -1 | -5 | -18 | ·
Cc1ccccc1-c1ocnc1C(=O)Nc1ccccc1NC(=O)c1ccccn1 | -27 | 1 | 2 | 10 | -1 | 0 | 15 | 2
CC(C)(C)n1ncc2c(=O)n(Cc3ccccc3Br)cnc21 | 4 | -2 | -5 | -20 | 1 | -1 | 11 | 4
NS(=O)(=O)c1ccc(CCNC(=O)C2(S(=O)(=O)c3ccc(Cl)cc3)CC2)cc1 | -1 | 6 | -3 | 2 | -1 | -2 | 11 | 1
CCC(=O)c1ccc(OCc2ccc(C#N)cc2)cc1 | -3 | -70 | · | -62 | -1 | -8 | 27 | ·
COc1cccc(C(=O)CSc2nnc(COc3cccc4cccnc34)o2)c1 | -8 | -8 | 0 | 3 | 0 | · | · | -27
COc1ccc(C(=O)NCc2nnc(SCC(=O)NCc3ccco3)o2)cc1 | -3 | -1 | 0 | 0 | · | -6 | 10 | -3
COc1ccc(CN(C(=O)c2oc3ccccc3c2C)C2CCS(=O)(=O)C2)cc1OC (configuration not stated) | -6 | · | -2 | 10 | · | · | · | -4

Three compounds from above, ordered by number of heavy atoms, ascending:
SMILES | PGC1a acetyl inh | EWS-Fli inh | Cneo AK release | LGR2 inh | Casp6 inh | FN deposition inh | PAX8 reporter | miR-122 sensor
Cc1cnc(C(=O)N2CCCC(C(=O)c3cccc(OC(C)C)c3)C2)cn1 (configuration not stated) | -10 | -2 | · | 5 | 1 | 1 | 8 | ·
COc1ccc(CN(C(=O)c2oc3ccccc3c2C)C2CCS(=O)(=O)C2)cc1OC (configuration not stated) | -6 | · | -2 | 10 | · | · | · | -4
Cc1cc(C)c2nc(N(CCCN(C)C)C(=O)c3ccc(S(=O)(=O)N4CCCCCC4)cc3)sc2c1 | -64 | 21 | 5 | 0 | -32 | 3 | 6 | 3

Records listed so far that bear a hit mark in PGC1a acetyl inh.
SMILES	PGC1a acetyl inh	LGR2 inh	Casp6 inh	miR-122 sensor
COc1ccc(OCCCC(=O)OCC(=O)Nc2c(C)nn(-c3ccccc3)c2C)cc1	85*	21	10	-3

Further records follow.
SMILES | PGC1a acetyl inh | EWS-Fli inh | Cneo AK release | LGR2 inh | Casp6 inh | FN deposition inh | PAX8 reporter | miR-122 sensor
COc1ccc(/C=N/n2c(-c3ccc(C)cc3)n[nH]c2=S)cc1OC | 10 | 8 | · | -9 | -2 | 5 | -10 | ·
C[C@@H]1CN([C@H](C)CO)C(=O)Cc2cc(NC(=O)Nc3ccc(F)cc3)ccc2O[C@@H]1CN(C)Cc1ccc(Cl)c(Cl)c1 | -1 | -21 | -15 | -15 | -1 | -7 | 109* | 6[16.7 µM]
O=C(NCC[C@H]1CC[C@H](NS(=O)(=O)Cc2ccccc2)[C@@H](CO)O1)C1CCC1 | -9 | 0 | -7 | 13 | 1 | · | -4 | 9[16.7 µM]
CN1CCN(C(=S)NC(=O)c2ccccc2Br)CC1 | · | 5 | 16 | 18 | -2 | -4 | 2 | ·
CC1(C(=O)NCc2cccnc2)CCC(=O)N1Cc1cccs1 (configuration not stated) | -5 | -3 | 0 | -13 | 1 | -4 | 7 | -5
CCCc1nn2c(=O)cc(CSCC(=O)Nc3ccc(F)cc3)nc2s1 | 7 | 4 | -3 | 7 | -1 | 3 | 2 | -3
CC(C)(C)c1ccc(Cn2cnc(-c3ccc([N+](=O)[O-])cc3)c2)cc1 | -5 | -116 | -2 | -83 | -5 | 10 | -13 | 3
COc1ccc(-c2nc(-c3ccccc3)nc(Cl)c2C#N)cc1 | 1 | · | 6 | · | · | -2 | 3 | -6
COc1cc(NC(=O)CN(C)S(=O)(=O)c2ccc(C)cc2)cc(OC)c1 | -22 | · | 1 | · | · | -7 | -1 | 4
CCN(CC)C(=O)c1cc(-c2ccccc2OC)on1 | -12 | · | -3 | -21 | · | -4 | · | 9
O=C(C[C@H]1C[C@@H]2c3cc(NC(=O)NC4CCCCC4)ccc3O[C@@H]2[C@H](CO)O1)NCc1ccccn1 | -2 | -3 | 2 | -1 | -1 | · | -2 | 3[16.7 µM]
CN(Cc1ccccc1)C(=O)c1cccc(NC(=O)Cc2cccc(NC(=O)C3CCN(C(=O)c4ccccc4)CC3)c2)c1 | 4 | 3 | 3 | 3 | 3 | 4 | -5 | -6
C[C@@H]1CCCCO[C@@H](CN(C)S(=O)(=O)c2ccc(F)cc2)[C@H](C)CN([C@H](C)CO)C(=O)c2cc(NS(C)(=O)=O)ccc2O1 | 7 | 4 | -1 | 10 | 3 | · | 30 | -13[16.7 µM]
Cc1ccc(NC(=S)NNc2ccc([N+](=O)[O-])cc2S(=O)(=O)Nc2ccccc2C(=O)O)cc1C | 6 | -50 | 1 | -22 | · | · | -23 | -1
Cc1noc(C)c1NC(=O)N(C)C[C@@H]1Oc2ccc(NC(=O)Cc3ccccc3)cc2C(=O)N([C@@H](C)CO)C[C@@H]1C | 3 | · | -5 | 10 | 7 | · | 0 | 1[16.7 µM]
Cc1ccc(-c2cnc3c(c2)C(=O)N([C@H](C)CO)C[C@H](C)[C@@H](CN(C)C(=O)Cc2ccncc2)O3)cc1 | -16 | 6 | 39 | -15 | 0 | · | · | 39[16.7 µM]
CC=Cc1ccc2n(c1=O)C[C@H]1[C@H](CO)[C@@H](C(=O)N(C)C)[C@@H]2N1S(=O)(=O)c1ccccc1C (mixture of isomers) | · | -8 | · | 1 | 2 | · | -23 | ·
CCOC(=O)c1cncc(C#CCOC(=O)Nc2ccc(OC(F)(F)F)cc2)c1 | · | 2 | 1 | -10 | 1 | -3 | 1 | -1
O=C1CCCc2oc3c(cc(NS(=O)(=O)c4ccc5c6c(cccc46)C(=O)N5)c4ccccc43)c21 | 13 | -12 | · | -3 | 7 | -1 | 19 | -2
O=C1C=C(c2ccccc2)OC(c2ccccc2)O1 (configuration not stated) | 6 | 3 | 2 | -18 | 5 | 29 | -19 | -4
O=C(C[C@@H]1CC[C@H]2[C@@H](COC[C@@H](O)CN2Cc2nccs2)O1)NCc1ccccc1Cl | 4 | 4 | -1 | 20 | · | -6 | -1 | -1[16.7 µM]
O=C(CCCN1C(=O)c2ccccc2C1=O)Nc1nc2ccccc2[nH]1 | 6 | 8 | -1 | 7 | -1 | -2 | 35 | 1
CCc1cccc(N(C(=O)c2csnn2)C(C(=O)NC2CCCCC2)c2ccncc2)c1 (configuration not stated) | · | -5 | -2 | 10 | 2 | 4 | 13 | ·
CCCCN(CC(=O)Nc1cccc(S(=O)(=O)N2CCCC2)c1)Cc1nc2ccccc2c(=O)[nH]1 | 3 | 10 | 0 | -12 | -1 | -6 | 5 | 13
C/C=C/c1ccc2c(c1)O[C@@H](CN(C)C(=O)c1cnccn1)[C@H](C)CN([C@H](C)CO)S2(=O)=O | -5 | -1 | -8 | -1 | 1 | -8 | -6 | 25[16.7 µM]

(list continues)
SMILES | PGC1a acetyl inh | EWS-Fli inh | Cneo AK release | LGR2 inh | Casp6 inh | FN deposition inh | PAX8 reporter | miR-122 sensor
CC1(c2ccc(Cl)cc2)NC(=O)N(CC(=O)c2ccc3c(c2)OCO3)C1=O (configuration not stated) | 7 | -2 | 6 | -9 | 0 | -8 | -16 | ·
C=C[C@@H]1c2cccc(C)c2N(S(=O)(=O)c2ccc(C)cc2)[C@H](c2ccc(OC(C)=O)cc2)C1(C#N)C#N | -2 | 7 | 1 | 26 | 6 | -8 | -1 | 3
Cc1nnc(-c2ccccc2)nc1N(C)C | · | -5 | · | -1 | -2 | -3 | -9 | ·
C[C@H](CO)N1C[C@H](C)[C@H](CN(C)Cc2ccc(Oc3ccccc3)cc2)Oc2ccc(NC(=O)CCCCCC(=O)Nc3ccccc3N)cc2CC1=O | 13 | 61* | -2 | 1 | -4 | · | 16 | 11[16.7 µM]
C[C@@H]1CN([C@@H](C)CO)C(=O)Cc2cc(NC(=O)Cc3ccccc3)ccc2O[C@H]1CN(C)Cc1ccc(C(F)(F)F)cc1 | -9 | · | 12 | 20 | 1 | 1 | 70* | -11[16.7 µM]
O=C(COC(=O)CNS(=O)(=O)c1ccccc1)Nc1ncc(Cl)cc1Cl | -18 | 6 | 1 | -5 | 5 | 0 | -8 | -5
C[C@@H]1CN([C@H](C)CO)C(=O)c2cc(NS(=O)(=O)c3ccccc3)ccc2O[C@@H](C)CCCCO[C@@H]1CN(C)CC1CC1 | 8 | · | 3 | -7 | -1 | · | -9 | 0[16.7 µM]

Screening data deposited in PubChem by Broad Institute.
